# mHTT-CaM PPI inh – mutant huntingtin-calmodulin interaction inhibitors – biochemical, AlphaScreen, primary screen | AlphaScreen His-mHTT/GST-CaM binding, luminescence | AID 1671202, 2021 | inhibition, % at 15 µM | actives 3.6% (n = 190,000);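 note: 0% = both proteins with DMSO and 100% = one protein alone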
# Pf apPOL inh – Pf-apPOL inhibitors, biochemical, fluorescence | Plasmodium falciparum apicoplast DNA polymerase (apPOL) | Recombinant Pf-apPOL, molecular beacon fluorescence, 1.5 h | AID 1794808, 2022 | inhibition, % at 10 µM | actives 0.25% (n = 210,000)
# * marks the source's active call; other numbers are inactive results; i = inactive; nt = not tested or not shown; & = joins results of further samples. Cut-off read from the data, not from the text of the source: active = inhibition above about 50%; inactive = the rest.
# Preview (5 entries):
item	SMILES	Pf apPOL inh	mHTT-CaM PPI inh
1	Cc1cc(Cl)ccc1NC(=O)N1CC2CC(NC(=O)c3cccs3)C1C2 (configuration not stated)	-1	6
2	CCC(=O)NCCNc1cc(-n2ccnc2C)nc(C)n1	1	-9
3	O=C1C(=Cc2c[nH]c3ccccc23)Oc2cc(O)ccc21	0	8
4	Cc1ccc(S(=O)(=O)NCC2CCC(C(=O)NCc3ccccn3)CC2)cc1 (configuration not stated)	-3	5
5	CCN(CC)c1nc(C(=O)N2CCC(C)CC2)nc2nc(C)cc(C)c12	0	-12

# Main list, previewed entries included:
item	SMILES	Pf apPOL inh	mHTT-CaM PPI inh
1	Cc1cc(Cl)ccc1NC(=O)N1CC2CC(NC(=O)c3cccs3)C1C2 (configuration not stated)	-1	6
2	CCC(=O)NCCNc1cc(-n2ccnc2C)nc(C)n1	1	-9
3	O=C1C(=Cc2c[nH]c3ccccc23)Oc2cc(O)ccc21	0	8
4	Cc1ccc(S(=O)(=O)NCC2CCC(C(=O)NCc3ccccn3)CC2)cc1 (configuration not stated)	-3	5
5	CCN(CC)c1nc(C(=O)N2CCC(C)CC2)nc2nc(C)cc(C)c12	0	-12
6	CCOc1ccc(CNC(=O)C2CCN(c3nccc(C)n3)CC2)cc1	-2	3
7	COc1cc(C2=NOC(C(=O)N3CCN(c4ccc(F)cc4)CC3)C2)cc(OC)c1OC (configuration not stated)	-5	31
8	Cc1cc(CNC(=O)C(=O)Nc2ccc(C(F)(F)F)cc2)c(C)o1	5	-7
9	COc1ccc2nc(NC(=O)c3ccc(OC)c(OC)c3)sc2c1	2	31
10	NS(=O)(=O)c1ccc(N/C=C/C(=O)c2ccc(Cl)s2)cc1	6	2
11	Cc1ccc(C)c(NC(=O)C(Cc2ccccc2)N2C(=O)c3cccc([N+](=O)[O-])c3C2=O)c1 (configuration not stated)	9	3
12	Fc1ccc(-c2nc3cc(N4CCOCC4)c(N4CCOCC4)cc3[nH]2)cc1	8	49
13	COc1cccc(C2CC(c3ccccc3Cl)n3ncnc3N2)c1 (configuration not stated)	-4	5
14	Cc1ccc(C(=O)N/C(=C/c2ccc3c(c2)OCO3)C(=O)Nc2ccccc2)cc1C	1	-2
15	Cc1ccc(NC(=O)CSc2nnn(-c3ccc(C(N)=O)cc3)n2)cc1C	-13	-1
16	CN(C)C(=N)c1n[nH]nc1SCc1ccc(Cl)c(Cl)c1	1	-2
17	Cn1nc2c(c1NC(=O)Cc1ccc3c(c1)OCO3)CCC2	-4	-13
18	O=C1OC(c2ccccc2F)=N/C1=C\c1coc2c(Cl)cc(Cl)cc2c1=O	0	-1
19	Cc1ccc(-c2nc3ccccc3s2)cc1NC(=O)c1ccc(F)cc1	-5	-2
20	O=C(Nc1ccc2c(c1)oc1ccccc12)c1ccccc1Br	1	-11

# Some values from the entries so far.
# Value for `O=C(Nc1ccc2c(c1)oc1ccccc12)c1ccccc1Br` under mHTT-CaM PPI inh: -11
# Value for `Fc1ccc(-c2nc3cc(N4CCOCC4)c(N4CCOCC4)cc3[nH]2)cc1` under mHTT-CaM PPI inh: 49
# Value for `Cc1ccc(NC(=O)CSc2nnn(-c3ccc(C(N)=O)cc3)n2)cc1C` under mHTT-CaM PPI inh: -1

# More entries:
item	SMILES	Pf apPOL inh	mHTT-CaM PPI inh
21	COc1ccc(-c2coc3c(C)c4oc(=O)c5c(c4cc23)CCC5)cc1F	3	4
22	Fc1ccccc1/C=N\n1c(-c2ccccc2)n[nH]c1=S	nt	i
23	CCCCCC(=O)N1C[C@H](n2cc(C3CC3)nn2)[C@@H](O)C[C@@H]1c1ccc(C)cc1	-1	13
24	Cc1cc(Cl)ccc1OCC(O)CN1CCCCC1 (configuration not stated)	3	-2
25	Cc1cc(C)n(CCOc2ccc(Cl)cc2Cl)n1	-2	-9
26	C#CCOc1ccc(/C=C2/C(=O)N(c3ccc(Cl)c(C(=O)O)c3)N=C2C)cc1OC	-1	6
27	Cc1c(C(=O)Nc2ccc([N+](=O)[O-])cc2)sc2nc(-c3ccccc3)cn12	-7	3
28	Cc1oc(C2CCN(C(=O)c3ccco3)CC2)nc1C(=O)N1CCSCC1	3	-4
29	Cn1nc(COc2ccccc2)c2c1CCN(C(=O)c1ccoc1)C2	4	4
30	CC(/C=C1\N=C(c2ccc([N+](=O)[O-])cc2)OC1=O)=C\c1ccccc1	1	2
31	Cc1cccc(OCC(=O)Nc2ccncc2)c1C	6	-3
32	O=C1C2C(C(=O)N1c1ccc(F)cc1)N1CCCN1C2c1ccncc1 (configuration not stated)	-4	1
33	Cc1cccc(CNC(=O)c2cc(C)n3nc(-c4ccccn4)cc3n2)c1	-4	1
34	Cc1cccc(C(=O)Nc2ccc(Cl)cc2F)c1	-1	-8
35	CCOC(=O)C(C)Oc1ccc2c(c1)OC(=Cc1ccc(C)cc1)C2=O (configuration not stated)	3	-2
36	CCCc1cc2c(=O)c(-c3ccc4c(c3)OCCO4)coc2cc1OS(C)(=O)=O	-2	-5
37	CN(Cc1ccco1)C(=O)C1CCC(=O)N1Cc1ccc(F)cc1 (configuration not stated)	-17	-4
38	Cc1nnc(NC(=O)CSc2nnnn2-c2ccc3c(c2)OCO3)s1	-2	4
39	COc1cccc(-c2nnc(NC(=O)c3ccc(S(=O)(=O)N4CC(C)OC(C)C4)cc3)o2)c1 (configuration not stated)	-8	14
40	O=C(N1CCCC1)C12CC3CC(C1)CC(c1ccccc1)(C3)C2	-5	2

# 7 compounds out of the list, arranged by molecular weight, high to low.
item	SMILES	Pf apPOL inh	mHTT-CaM PPI inh
39	COc1cccc(-c2nnc(NC(=O)c3ccc(S(=O)(=O)N4CC(C)OC(C)C4)cc3)o2)c1 (configuration not stated)	-8	14
18	O=C1OC(c2ccccc2F)=N/C1=C\c1coc2c(Cl)cc(Cl)cc2c1=O	0	-1
4	Cc1ccc(S(=O)(=O)NCC2CCC(C(=O)NCc3ccccn3)CC2)cc1 (configuration not stated)	-3	5
28	Cc1oc(C2CCN(C(=O)c3ccco3)CC2)nc1C(=O)N1CCSCC1	3	-4
32	O=C1C2C(C(=O)N1c1ccc(F)cc1)N1CCCN1C2c1ccncc1 (configuration not stated)	-4	1
13	COc1cccc(C2CC(c3ccccc3Cl)n3ncnc3N2)c1 (configuration not stated)	-4	5
16	CN(C)C(=N)c1n[nH]nc1SCc1ccc(Cl)c(Cl)c1	1	-2

# Along the list, quoted from above.
# Pf apPOL inh for entries 33 to 38, in order: -4, -1, 3, -2, -17, -2

# More records
item	SMILES	Pf apPOL inh	mHTT-CaM PPI inh
41	Cc1ccc(-c2nc(C3CCN(S(=O)(=O)c4ccc(F)c(C)c4)CC3)no2)cc1	-8	-9
42	O=C(c1ccco1)N1N=C2c3ccccc3CCC2C1c1ccc(F)cc1 (configuration not stated)	4	nt
43	O=C(CC1CCN(C(=O)C2CCCCC2)CC1)NCCc1c[nH]c2ccc(Cl)cc12	-3	100*
44	Cc1cc(C)c(C=C(C#N)C(=O)c2cccs2)[nH]1	3	nt
45	Cc1ccc(CNC(=O)N2CCC(N3CCN(Cc4ccc(C)cc4)C3=O)CC2)cc1	-1	5
46	COCOCCn1cc(CN2CCS(=O)(=O)N(Cc3ccc(-c4ccc(C)cc4)cc3)C(C)C2=O)nn1 (configuration not stated)	-19	-4
47	O=C(CSc1ccc(NC(=O)c2ccco2)nn1)Nc1ccc(OC(F)(F)F)cc1	-3	-9
48	COc1cc(C(=O)Nc2ccc3c(c2)N(C(=O)C2CCCC2)CC3)cc(OC)c1OC	-4	12
49	C[C@@H]1[C@@H](c2ccccc2)Oc2c(Cl)cccc2S(=O)(=O)N1Cc1cccc(Cl)c1	-8	-11
50	Cc1ccc(CNC(=O)CSc2nnc(C)n2-n2cccc2)cc1	5	-4
51	Cc1cc(C)c(CNC(=O)C2CCCN(c3cnn(C)c(=O)c3)C2)c(C)c1 (configuration not stated)	0	-2
52	COc1ccc2c(c1)CCCC2=Nc1ccccc1C(F)(F)F	-3&-1	nt
53	O=[N+]([O-])c1ccc(C=NCCOCCOCCN=Cc2ccc([N+](=O)[O-])cc2)cc1	10	1
54	COc1ccc(N2CCC(C(=O)Nc3ccc(F)cc3)C2=O)cc1 (configuration not stated)	1	1
55	CCOC(=O)Cc1csc(NC(=O)Cc2csc(Nc3nc(C)cc(C)n3)n2)n1	-10	39
56	COc1ccccc1N=Cc1nc(-c2ccccc2)oc1O	1	-11
57	Cc1ccc(C)c(N2CCN(C(=O)c3cccs3)C(C)C2=O)c1 (configuration not stated)	-2	-1
58	O=C(NC1(c2nc(-c3ccncc3)no2)CCCCC1)c1ccc2c(c1)OCO2	-2	22
59	COc1ccc2c(-c3cc4cc(Br)ccc4oc3=O)cc(=O)oc2c1	-3	4
60	c1nc(Nc2ccc(N3CCOCC3)cc2)c2c3c(sc2n1)CCCC3	0	21
61	CCc1onc(C)c1C1CCCN1Cc1ccc(O)cc1 (configuration not stated)	9	-1
62	CCOc1cc(C=O)c(Br)cc1OCc1ccccc1	6	-5
63	NC(CCC(F)(F)F)C(=O)O (configuration not stated)	-4	nt
64	Cc1ccc(N2C(=O)SC(Nc3cccc(C(=O)O)c3)C2=O)cc1 (configuration not stated)	0	7
65	O=C(NCCO)C12CC3CCC(CC(C3)C1)C2	-24	-3
66	Cc1ccc2nc3c(cc(C(=O)NCCc4ccccc4)c(=N)n3Cc3ccco3)c(=O)n2c1	-1	56*
67	O=C(Nc1ncccc1Cl)c1cccc(Br)c1	-2	-8
68	CCc1cc2c(=O)[nH]cnc2s1	-8	1
69	CCCCNC(=O)C1C2C=CC3(CN(Cc4ccccc4Cl)C(=O)C13)O2 (configuration not stated)	0	2
70	O=C(Nc1ccc2oc(-c3ccncc3)nc2c1)c1ccccc1	-3	-1
71	O=C(NCCCN1CCOCC1)C1c2ccccc2Oc2ccccc21	4	2
72	O=c1/c(=C/c2cccnc2)sc2n1CN(c1cccc([N+](=O)[O-])c1)CN=2	-4	-8
73	CCCCc1oc2ccccc2c1C(=O)c1cc(I)c(OCCN(CC)CC)c(I)c1	12	nt
74	Oc1ccc(Nc2nc(-c3cccnc3)cs2)cc1	1	58*
75	CCCn1ccc2sc(C)c(C(=O)N3CCCCC3)c2c1=O	0	-2
76	N#CC1=C(N)SC(N)=C(C#N)C1c1ccc([N+](=O)[O-])s1	nt	67*
77	CC(=O)N1CCc2cc(Br)cc(S(=O)(=O)N3CCCC3)c21	-7	3
78	CCCN1CCn2cc(S(=O)(=O)Nc3ccccc3C)cc2C1=O	1	0
79	O=C(c1ccco1)N1CCN(c2ccc([N+](=O)[O-])cc2)CC1	-5	0
80	CCOc1ccc(C(=O)Nc2ccccc2I)cc1	6	-8
81	CC(=O)Nc1ccc(C=NNC(=O)NN=Cc2ccc(NC(C)=O)cc2)cc1	6	nt
82	O=C1OC2(CCCCC2)OC(=O)C1=Cc1ccoc1	31	nt
83	O=S(=O)(N=C(Nc1ccccc1)c1ccccc1Br)c1ccccc1	-1	0
84	CCc1nc2sc3c(=O)[nH]c(=O)[nH]c3c2c(C(F)(F)F)c1C	nt	0
85	CCCCC1=NN2C(=N)/C(=C/c3cc(OC)c(OC)c(OC)c3)C(=O)N=C2S1	2	15
86	O=C(Nc1cccc(Cl)c1)c1ccc(SCCN2CCOCC2)nc1	-2	-2
87	O=C(Nc1ccc(S(=O)(=O)N2CCCCC2)cc1)c1cc(-c2ccccc2)on1	-10	-12
88	O=C1c2ccccc2NC(c2cn[nH]c2-c2ccc(Cl)cc2)N1O (configuration not stated)	-3	35
89	COc1cc2c(cc1OC)C(c1cccc([N+](=O)[O-])c1)=NCC2	1	14
90	Cc1ccc([N+](=O)[O-])cc1NC(=O)c1cnccn1	2	3

# More compounds follow:
item	SMILES	Pf apPOL inh	mHTT-CaM PPI inh
91	Cc1cccc(OCc2nc(C(=O)N3CCOCC3)cs2)c1	-6	-4
92	COc1cc(NC(=O)CCCc2ccccc2)cc(OC)c1	-3	-12
93	COc1ccc(CNC(=O)C2C3C=CC4(CN(Cc5cccnc5)C(=O)C24)O3)cc1 (configuration not stated)	0	-10
94	N#Cc1cnc2ccc(F)cc2c1N1CCC(C(=O)N2CCCCC2)CC1	-3	-6
95	CC(Cn1nc(-c2cccs2)ccc1=O)C(=O)Nc1ccccc1C(N)=O (configuration not stated)	-8	-18
96	O=C(CCN1C(=O)c2ccccc2S1(=O)=O)NCc1cccs1	6	-12
97	Cc1noc(C2CN(Cc3ccsc3)C2)n1	-2	-12
98	CCOc1ccc(C(=O)N2CCCCC2CCN2CCCC2)cc1 (configuration not stated)	-9	-3

# Compound activity as filed in PubChem.

# An excerpt; rates above refer to the full screens.
